TexasRed fluor: Total Fluorescence Counterscreen for Inhibitors of the Interaction of Thyroid Hormone Receptor and Steroid Receptor Coregulator 2. 280,000 compounds, 0.29% hits. Potency, µM (highest dose often 106 µM), without a hit: top-dose fluorescence change, negative = quenching. AID 1479, 2009. TRb/SRC2 Texas Red total fluorescence interference; active means well fitted curve in either direction with a large enough effect; inconclusive means small, poorly fitted or top-dose-only effect; further: on the % scale 0 is the no-effect control and ±100 the full control effect
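Flags fluorescent or light-absorbing compounds by total fluorescence, S + 2P, at 555 nm excitation and 632 nm emission. Mixture: 20 nM Texas Red SRC2 peptide, 0.6 uM human TRb LBD, 1 uM T3, 5% DMSO; compound exposure 5 h at ambient temperature.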
KDM4E inh: qHTS Assay for Inhibitors of Human Jumonji Domain Containing 2E (JMJD2E); Lysine-specific demethylase 4E (Homo sapiens), B2RXH2; AID 2147, 2009; Potency, µM (highest dose often 57.1 µM), for inactives: at the highest dose activity change, negative = inhibition, usual class: inhibitors; 230,000 compounds, 1.6% hits; JMJD2E catalytic domain, FDH-coupled NADH fluorescence (FDH is formaldehyde dehydrogenase); active means well fitted inhibition curve with a large enough effect, not every such curve was filed as active; inconclusive means small, poorly fitted or top-dose-only effect, or another doubt; inactive means no such curve, though single readings can be large or run the other way;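 further: 0% = wells with enzyme and -100% = buffer wells without enzyme; nearly all actives have a fitted effect of over 50% in size; many of its hits are not listed in these tables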
ALDH1A1 block: qHTS Assay for Inhibitors of Aldehyde Dehydrogenase 1 (ALDH1A1) | Aldehyde dehydrogenase 1A1 (Homo sapiens), P00352 | Purified ALDH1A1, NADH fluorescence, propionaldehyde substrate | Potency, µM (highest dose often 75.3 µM), without a hit: at the highest dose activity, negative = inhibition, actives largely listed as inhibitors | 220,000 compounds, 7.3% hits | AID 1030, 2008; active means well fitted inhibition curve with a large enough effect, not every such curve was filed as active; inconclusive means small, poorly fitted or top-dose-only effect, or another doubt; inactive means no such curve, though single readings can be large or run the other way;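 further: plate controls were no enzyme wells and a reference inhibitor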
Target sequence (P00352 whole entry, looked up): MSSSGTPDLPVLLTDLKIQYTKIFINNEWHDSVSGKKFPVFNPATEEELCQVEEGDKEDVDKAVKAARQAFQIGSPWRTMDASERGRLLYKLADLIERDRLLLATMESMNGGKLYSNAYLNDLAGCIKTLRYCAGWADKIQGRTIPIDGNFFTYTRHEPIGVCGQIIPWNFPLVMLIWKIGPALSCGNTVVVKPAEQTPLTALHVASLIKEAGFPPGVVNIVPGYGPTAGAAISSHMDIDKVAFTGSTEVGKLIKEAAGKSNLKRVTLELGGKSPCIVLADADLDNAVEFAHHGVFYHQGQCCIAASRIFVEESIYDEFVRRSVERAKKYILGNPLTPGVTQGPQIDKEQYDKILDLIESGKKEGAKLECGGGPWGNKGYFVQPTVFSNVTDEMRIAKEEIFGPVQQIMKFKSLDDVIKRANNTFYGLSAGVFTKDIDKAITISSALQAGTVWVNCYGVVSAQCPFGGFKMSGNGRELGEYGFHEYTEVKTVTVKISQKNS
TRb-SRC2 inh: qHTS for Inhibitors of the Interaction of Thyroid Hormone Receptor and Steroid Receptor Coregulator 2; TRbeta-SRC2 peptide binding, fluorescence polarization; receptor liganded with 1 µM T3; AID 1469, 2008; Thyroid hormone receptor beta (Homo sapiens), P10828; Potency, µM (highest dose often 106 µM), inactives show top-dose activity change, negative = inhibition, actives largely listed as inhibitors; 280,000 compounds, 0.065% hits;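 further: plate controls were bound peptide for no effect and peptide without receptor for full effect; nearly all actives have a fitted effect of over 50% in size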
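Polarization signal, normalized between peptide-alone and full complex controls, measured compound effects on T3-liganded human TRb LBD (0.6 uM) binding 20 nM Texas Red SRC2 peptide after 5 hr.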
RECQ1 inh: qHTS Assay for Inhibitors of RecQ-Like Dna Helicase 1 (RECQ1). ATP-dependent DNA helicase Q1 (Homo sapiens), P46063. RECQ1 DNA unwinding, red fluorescence kinetic read. Potency, µM (doses to about 57.3 µM), for inactives: at the highest dose activity, negative = inhibition, actives largely listed as inhibitors. 240,000 compounds, 0.54% hits;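 further: plate controls were vehicle for no effect and no enzyme for full effect; nearly all actives have a fitted effect of over 30% in size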
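50 nM RECQ1T1 preincubated 15 min with compound in Tris pH 8.0 buffer with MgCl2, DTT, Tween-20 and 2.5 ug/ml poly(dI-dC); started with 200 nM TAMRA/BHQ-2 forked duplex and 2 mM ATP. Unwinding read as fluorescence (525/598 nm), two reads 2 h apart.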
SMN2 splice up: qHTS Assay for Enhancers of SMN2 Splice Variant Expression; HEK293 SMN2-luciferase splicing reporter, luminescence, 30-36 h; Potency, µM (doses to about 46.1 µM), without a hit: at the highest dose activity change, positive = activation, actives largely listed as activators; AID 1458, 2008; 210,000 compounds, 2.8% hits; further: % of control where 0% means no effect; nearly all actives have a fitted effect of over 55% in size
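HEK293 cells carry an SMN2 minigene-luciferase reporter in which exon 7 inclusion puts luciferase in frame. Cells were seeded at 2000 cells/well, attached for 10-12 hours, then exposed to compounds for 30-36 hours at 37C before ONE-Glo luminescence.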
Lamin A splicing: qHTS Assay for Modulators of Lamin A Splicing; HeLa LMNA splicing GFP/RFP minigene ratio, 48 h; Potency, µM (series often up to 46.1 µM), for the others: at the highest dose ratio change, negative = inhibition, usual class: inhibitors; 200,000 compounds, 0.01% hits; AID 1487, 2009; active means well fitted inhibition curve with a large enough effect in the signal ratio, with a control signal flat, not every such curve was filed as active; inconclusive means small, poorly fitted or top-dose-only effect, or effect the other way, or a change in a side signal; the % refers to the signal ratio; further: on the % scale 0 is the no-effect control and ±100 the full control effect
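S3 HeLa cells stably expressing lamin A-EGFP splicing minigene plus DsRed2, 600 cells/well, 48 h compound exposure at 37C. Laser-scanning cytometry; analysed as GFP (500-530 nm)/RFP (575-640 nm) total intensity ratio; 0.5% DMSO vehicle.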
GoLoco inh red: qHTS Assay for Inhibitors of RGS12 GoLoco Motif Activity (Red Fluorophore); Guanine nucleotide-binding protein G(i) subunit alpha-1 (Homo sapiens), P63096; Gai1:RGS12 GoLoco peptide FP, rhodamine, 10 min; Potency, µM (titrated, usually from 61.6 µM), for inactives: top-dose activity, negative = inhibition, most hits filed as inhibitors; 230,000 compounds, 0.44% hits; AID 880, 2007; active means well fitted inhibition curve with a large enough effect, not every such curve was filed as active; inactive means no such curve, though single readings can be large or run the other way; further: on the % scale 0 is the no-effect control and ±100 the full control effect; nearly all actives have a fitted effect of over 30% in size; many of its hits are not listed in these tables
Target sequence (P63096 whole entry, looked up): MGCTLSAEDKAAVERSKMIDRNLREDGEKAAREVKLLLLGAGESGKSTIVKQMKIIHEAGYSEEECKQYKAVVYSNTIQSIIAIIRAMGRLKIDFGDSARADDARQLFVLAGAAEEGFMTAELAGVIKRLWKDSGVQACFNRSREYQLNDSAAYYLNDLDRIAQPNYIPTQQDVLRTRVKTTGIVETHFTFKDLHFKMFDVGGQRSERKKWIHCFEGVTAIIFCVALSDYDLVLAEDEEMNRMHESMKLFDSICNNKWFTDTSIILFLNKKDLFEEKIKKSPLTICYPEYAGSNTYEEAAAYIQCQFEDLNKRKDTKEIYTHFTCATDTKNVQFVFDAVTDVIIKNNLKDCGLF
Active calls of the source: *; i = inactive; ? = inconclusive; nt = no result given; & = joins results of further samples; [ ] = dose if it differs, or a comment. Unless noted, the call rests on the fitted dose curve; in most records, active means well fitted curve in the direction sought with a large enough effect; inconclusive means small, poorly fitted or top-dose-only effect, or another doubt; inactive means no such curve, though single readings can be large; an effect the other way counts as inactive or inconclusive. Potency means the concentration at half of the fitted maximal effect. An excerpt; the hit share may differ from the screen's.

(1) Cc1cc(Cl)ccc1OCC(=O)OC(C)C(=O)NC(N)=O (stereo not given)
(2) CCN(CC)S(=O)(=O)c1cccc(NC(=O)C2SC(=Nc3ccc(C)cc3C)C(C(=O)NC(C)COC)=C2N)c1 (stereo not given)
(3) O=S(=O)(Nc1nc2ccccc2nc1OCC(F)(F)F)c1cccs1
(4) Cc1ccnc(NC(=S)NC(=O)/C=C/c2ccc(Cl)cc2)c1
(5) O=C1NC(=O)/C(=C\c2ccccc2Oc2ccc(F)c(F)c2)S1
(6) COCCn1c(=O)[nH]c2cc(C(=O)NCCCN3CCN(c4ccc(F)cc4)CC3)ccc2c1=O
(7) COc1ccc(C2/C=C\CC(NC(=O)OCC3c4ccccc4-c4ccccc43)CC(=O)N2Cc2cccc(F)c2)cc1 (stereo not given)
(8) COc1ccc(-n2c(C)cc(C(=O)Cn3c(NCCO)nc4ccccc43)c2C)cc1

compound no.,1,2,3,4,5,6,7,8
TexasRed fluor,3%,0%,-4%,-1%,-4%,-1%[53 µM],0%[53 µM],-2%
KDM4E inh,-1%,0%,-10%,4%,-14%,?,nt,6%
ALDH1A1 block,9%,6%,nt,14%,-12%,?,-7%[50.4 µM],1%
TRb-SRC2 inh,-17%,-13%,-6%,10%,-4%,-21%[53 µM],-1%[53 µM],-11%
RECQ1 inh,-9%,-3%,-10%,-1%,-17%,11%,-16%,-7%
SMN2 splice up,-1%,-1%,nt,2%,5%,-31%[inhibitor],nt,3%
Lamin A splicing,10%,?,nt,-11%,?,9%[0.0737 µM],nt,?
GoLoco inh red,8%,10%,0%,-2%,6%,-5%,7%,3%

(9) Cn1c(=O)[nH]c(=O)c2[nH]cnc21
(10) CCOC(=O)NC1(Nc2ccc(C)cc2)Oc2ccccc2O1
(11) Cc1cccc(OCC2=N/C(=C\N(C)C)C(=O)O2)c1
(12) CCOC(=O)CSc1nsc(SCC(=O)OCC)c1C#N
(13) CCC(=O)N1CCc2cc(S(=O)(=O)CCC(=O)Nc3ccc(C)cn3)ccc21
(14) CCOc1ccc(CCNC(=O)c2cccc(C#N)c2)cc1OCC
(15) CCN(Cc1cc(=O)[nH]c2ccccc12)C(=O)C(C)C
(16) Cc1sc2nc(SCC(=O)NCCOCCO)n(C)c(=O)c2c1C

compound no.,9,10,11,12,13,14,15,16
TexasRed fluor,-2%,-4%,-2%,-3%,0%,-3%,-2%,-2%
KDM4E inh,7%,-6%,0%,6%,5%,-4%,-21%,-19%
ALDH1A1 block,8%,13%,-9%,7%,2%,-5%,11%,?
TRb-SRC2 inh,1%,-27%,-18%,-1%,-10%,10%,-3%,-3%
RECQ1 inh,i,6%,i,-6%,-7%,-2%,-14%,10%
SMN2 splice up,-2%,26%,5%,7%,-1%,-20%,nt,-7%
Lamin A splicing,nt,?,-2%,-6%,5%[46 µM],-15%[46 µM],nt,?
GoLoco inh red,7%,-9%,10%,-4%,5%,4%,0%,7%

(17) CCSc1nnc(NC(=O)NCC(F)(F)F)s1
(18) COC(=O)CCCC[C@H]1SC[C@H]2NC(=O)N[C@]21O
(19) Cc1ccc(C(=O)Nc2cccnc2)cc1[N+](=O)[O-]
(20) COc1ccccc1N1CCN(C2CCN(C(=O)c3cccc(F)c3)CC2)CC1
(21) O=C(CP(=O)(CO)CO)c1ccc(Cl)cc1
(22) Cc1cc2cc(C(c3nnnn3C3CCCC3)N(Cc3cccnc3)Cc3ccco3)c(=O)[nH]c2cc1C (stereo not given)
(23) COC(=O)[C@H]1C[C@@H]1[C@H](NS(=O)(=O)c1ccccc1)c1ccccc1
(24) OC(CNCCNc1ncccc1C(F)(F)F)COc1ccc(F)cc1 (stereo not given)

compound no.,17,18,19,20,21,22,23,24
TexasRed fluor,1%,5%,3%,3%,0%,-2%,-2%&0%,2%
KDM4E inh,6%,-5%,4%,?,-4%,-8%,2%&7%,-8%
ALDH1A1 block,-2%,0%,-8%,?,-9%,14µM*,4%&-7%,nt
TRb-SRC2 inh,-9%,2%,2%,8%,-25%,-1%,-3%&6%,8%
RECQ1 inh,i,-4%,-6%,-3%,-8%,5%,i,-6%
SMN2 splice up,20%,-16%,-40%,-9%,-7%,-25%,-1%&-5%,nt
Lamin A splicing,1%,-7%,nt,7%,-15%,4%,6%,nt
GoLoco inh red,10%,-6%,11%,-3%,2%,7%,5%&30%,0%

(25) O=C1NCCN(Cc2c(F)cccc2Cl)C1CC(=O)N1CCCO1 (stereo not given)
(26) Cc1ncc(CO)c(/C=N/NC(=O)c2ccc(O)cc2)c1O
(27) CC12COC3(C(=O)N4CCN(c5ccccn5)CC4)CC1CCC32C (stereo not given)
(28) COc1ccc(C)cc1NC(=O)CN(c1ccc(C)cc1)S(C)(=O)=O
(29) CC1=C(C(=O)OC2CCCCC2)C(c2cccnc2)n2ncnc2N1 (stereo not given)
(30) CCC(C(=O)O)P(=O)(c1ccc(Cl)cc1)c1ccc(Cl)cc1 (stereo not given)
(31) NC(=O)N/N=C\c1cc(Br)ccc1O
(32) COc1cccc(N2C(=O)C(Cc3c[nH]c4ccccc34)NC2=S)c1 (stereo not given)

compound no.,25,26,27,28,29,30,31,32
TexasRed fluor,-3%,12%,-1%,2%,-6%,-1%,0%,-8%
KDM4E inh,?,-4%,?,7%,5%,8%,?,0%
ALDH1A1 block,?,11%,nt,-1%,20µM*,7%,-3%,-1%
TRb-SRC2 inh,2%,9%,6%,-11%,-3%,-1%,-9%,-1%
RECQ1 inh,-6%,-11%,21%,22%,-16%,i,-8%,i
SMN2 splice up,nt,?,nt,-12%,-25%,0%,12%,-5%
Lamin A splicing,nt,?,nt,-5%[46 µM],-10%,-23%[46 µM],-13%,-1%
GoLoco inh red,3%,-5%,9%,-17%,0%,12%,-9%,19%

One compound at a time, as listed above.
COc1ccc(C)cc1NC(=O)CN(c1ccc(C)cc1)S(C)(=O)=O is listed with TexasRed fluor = 2%; KDM4E inh = 7%; ALDH1A1 block = -1%; TRb-SRC2 inh = -11%; RECQ1 inh = 22%; SMN2 splice up = -12%; Lamin A splicing = -5%[46 µM]; GoLoco inh red = -17%
COc1cccc(N2C(=O)C(Cc3c[nH]c4ccccc34)NC2=S)c1 (stereo not given) is listed with TexasRed fluor = -8%; KDM4E inh = 0%; ALDH1A1 block = -1%; TRb-SRC2 inh = -1%; RECQ1 inh = i; SMN2 splice up = -5%; Lamin A splicing = -1%; GoLoco inh red = 19%

Arranged by molar mass (descending): 3 of the compounds above.
(28) COc1ccc(C)cc1NC(=O)CN(c1ccc(C)cc1)S(C)(=O)=O
(32) COc1cccc(N2C(=O)C(Cc3c[nH]c4ccccc34)NC2=S)c1 (stereo not given)
(27) CC12COC3(C(=O)N4CCN(c5ccccn5)CC4)CC1CCC32C (stereo not given)

compound no.,28,32,27
TexasRed fluor,2%,-8%,-1%
KDM4E inh,7%,0%,?
ALDH1A1 block,-1%,-1%,nt
TRb-SRC2 inh,-11%,-1%,6%
RECQ1 inh,22%,i,21%
SMN2 splice up,-12%,-5%,nt
Lamin A splicing,-5%[46 µM],-1%,nt
GoLoco inh red,-17%,19%,9%

(continued)
(33) CN(C)S(=O)(=O)c1ccc(C(=O)Oc2ccccc2)cc1
(34) O=C1CCN(S(=O)(=O)c2ccccc2)CCN1CCOCc1cccc(F)c1
(35) CCc1c(C)sc(NC(=O)c2ccco2)c1C(=O)N1CCCCC1
(36) C=C(C)Cn1c(C2CC(=O)N(Cc3ccccc3)C2)nc2ccccc21 (stereo not given)
(37) Cc1ccc(-c2nnn(CC(=O)NCC3COCCO3)n2)o1 (stereo not given)
(38) Cc1cccc(C(=O)NC(=S)N2CCN(c3ccc([N+](=O)[O-])cc3)CC2)c1
(39) Nc1nc(SCc2ccc(F)cc2)ns1
(40) O=C(c1ccccc1)c1ccc(CN2C(=O)c3ccccc3C2=O)o1

compound no.,33,34,35,36,37,38,39,40
TexasRed fluor,-3%,2%,1%,-1%,-1%,-2%,0%,-8%
KDM4E inh,-1%,3%,2%,-4%,-6%,10%,-7%,1%
ALDH1A1 block,-8%,nt,25µM*,-6%,15%,?,?,-2%
TRb-SRC2 inh,-4%,5%,-5%,2%,-12%,-3%,-11%,-3%
RECQ1 inh,i,-12%,-2%,3%,i,6%,-19%,i
SMN2 splice up,?,nt,nt,-4%,4%,-17%,12%,16%
Lamin A splicing,2%,nt,-8%,-4%,-8%,13%,nt,-6%
GoLoco inh red,-17%,-3%,29%,1%,3%,14%,11%,1%

(41) CCCn1c(NCc2ccc(C)o2)nc2ccccc21
(42) CCCn1cc(S(=O)(=O)CC(=O)N2CCc3ccccc32)c2ccccc21
(43) CCCCCCN1C(=O)C(O)=C(C(C)=O)C1c1ccc(Cl)cc1 (stereo not given)
(44) Cc1cc(C)c2ccc(C)[n+]([O-])c2c1O
(45) O=C(NCc1ccco1)C1CCCN1C(=O)Nc1ccccc1Cl (stereo not given)

compound no.,41,42,43,44,45
TexasRed fluor,1%,-7%,0%,1%,-3%
KDM4E inh,-4%,16%,?,?,4%
ALDH1A1 block,-2%,?,2%,?,-3%
TRb-SRC2 inh,0%,5%,3%,-25%,0%
RECQ1 inh,10%,-1%,i,-10%,i
SMN2 splice up,-5%,-26%,20%,8%,1%
Lamin A splicing,5%,-11%,-18%,-11%,?
GoLoco inh red,1%,5%,-15%,2%,14%

Screens from PubChem BioAssay.
